Screens: PubChem, several laboratories
NCOA2 inhibitor = human SRC2 (NCOA2) inhibition | Q15596 | HEK293 GAL4-SRC2 luciferase reporter, luminescence | inhibition, % at 9 µM | 370,000 compounds, 0.17% hits | AID 651957;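 active = inhibition above the mean inhibition of all tested compounds plus 3 SD, set per campaign, cut at about 52% in these data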;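 also: 0% = DMSO treated cells and 100% = cells given Gossypol at 36 µM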
C8 TRAIL sens = sensitizes caspase-8 expressing cells to TRAIL. NB7+C8 cells + TRAIL, ATPlite viability luminescence. inhibition (viability loss, TRAIL sensitization), % at 10 µM. 360,000 compounds, 1% hits. AID 624354;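 active = compounds causing at least 50% loss of cell viability in the single-dose screen, relative to plate controls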
TWEAK Fn14 block = blocks TWEAK-Fn14 interaction in a reporter cell assay; AID 1159606; 360,000 compounds, 2% hits; inhibition, % at 10 µM; TWEAK-stimulated Fn14 reporter cells, luciferase luminescence, 8 h; in the data active = inhibition above about 50%
TLR9-MyD88 inh = blocks human TLR9 binding to MyD88; 340,000 compounds, 0.21% hits; inhibition, % at 4.98 µM; Q9NR96+Q99836; CHO BLA complementation TLR9-MyD88, CCF4 FRET ratio; AID 504734;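 active = inhibition above the mean over all tested compounds plus 3 SD, cut at about 21% in these data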;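 also: 0% = DMSO only wells and 100% = clavulanate BLA inhibitor control wells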
SRC3 inh = human NCOA3 inhibition | Q9Y6Q9 | HEK293 GAL4-SRC3 luciferase reporter, luminescence | inhibition, % at 3.6 µM | 360,000 compounds, 0.17% hits;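 active = inhibition above a per-campaign cutoff, the mean of all compounds plus 3 SD, cut at about 60% in these data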;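 also: 0% = DMSO-treated cells and 100% = gossypol-treated cells at 36 µM; higher means less SRC3-driven luciferase light from the GAL4 reporter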
NR2F2 inh = inhibitors of human COUP-TFII (NR2F2); 370,000 compounds, 0.7% hits; inhibition, % at 8.6 µM; HEK293T NGFI-A luciferase reporter, luminescence; P24468;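 active = inhibition above a per-plate cutoff, mean inhibition of test wells between control levels plus 3 SD, cut at about 38% in these data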;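 also: cells cotransfected with COUP-TFII expression vector driving the NGFI-A reporter; 0% = median of COUP-TF2 test wells and 100% = reporter-only cells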
Target sequence (P24468 whole entry, looked up): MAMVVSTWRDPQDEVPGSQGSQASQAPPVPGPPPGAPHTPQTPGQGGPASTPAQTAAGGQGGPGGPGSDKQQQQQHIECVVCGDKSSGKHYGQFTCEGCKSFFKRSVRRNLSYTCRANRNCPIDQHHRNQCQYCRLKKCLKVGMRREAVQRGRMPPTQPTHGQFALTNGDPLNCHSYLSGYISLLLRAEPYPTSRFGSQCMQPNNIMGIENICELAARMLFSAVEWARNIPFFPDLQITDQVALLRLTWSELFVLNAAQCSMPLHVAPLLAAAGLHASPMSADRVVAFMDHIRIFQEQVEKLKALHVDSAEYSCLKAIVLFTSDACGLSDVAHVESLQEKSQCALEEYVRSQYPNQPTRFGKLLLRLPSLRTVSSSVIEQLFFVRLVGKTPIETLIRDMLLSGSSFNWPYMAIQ
LRH-1 inv ag = suppresses constitutive activity of human LRH-1; O00482; HEK293T StAR-luciferase reporter, LRH-1 transfected, 24 h; inhibition, % at 3.6 µM; 360,000 compounds, 0.13% hits; AID 602396;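 active = inhibition above the mean inhibition of all tested compounds plus 3 SD, cut at about 73% in these data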;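 also: 0% = DMSO wells and 100% = reporter-only cells lacking LRH-1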
TROY NFkB inh = TROY signaling inhibition; inhibition, % at 10 µM; Q293 LMP1-TROYcd NF-kB luciferase reporter, 4 h; 360,000 compounds, 0.98% hits;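 active = compounds whose plate-normalised and pattern-corrected inhibition of the luciferase reporter signal at the single screening dose is 50% or more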
EBV LMP1 NFkB = Epstein-Barr LMP1 NF-kappaB reporter inhibition. LMP1-induced NF-kappaB luciferase reporter cells, luminescence. AID 504558. inhibition, % at 12.5 µM. 350,000 compounds, 0.69% hits; in the data active = inhibition above about 41%;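 also: 0% = neutral control wells and 100% = reference inhibitor control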
NOD2 RIPK2 PPI = inhibitors of human NOD2-RIPK2 interaction; AID 624267; 360,000 compounds, 0.38% hits; CHO BLA complementation NOD2-RIPK2, CCF4 ratio; O43353; inhibition, % at 4.98 µM; in the data active = inhibition above about 21%;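 also: 0% = vehicle only and 100% = reference blocker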
Target sequence (O43353 whole entry, looked up): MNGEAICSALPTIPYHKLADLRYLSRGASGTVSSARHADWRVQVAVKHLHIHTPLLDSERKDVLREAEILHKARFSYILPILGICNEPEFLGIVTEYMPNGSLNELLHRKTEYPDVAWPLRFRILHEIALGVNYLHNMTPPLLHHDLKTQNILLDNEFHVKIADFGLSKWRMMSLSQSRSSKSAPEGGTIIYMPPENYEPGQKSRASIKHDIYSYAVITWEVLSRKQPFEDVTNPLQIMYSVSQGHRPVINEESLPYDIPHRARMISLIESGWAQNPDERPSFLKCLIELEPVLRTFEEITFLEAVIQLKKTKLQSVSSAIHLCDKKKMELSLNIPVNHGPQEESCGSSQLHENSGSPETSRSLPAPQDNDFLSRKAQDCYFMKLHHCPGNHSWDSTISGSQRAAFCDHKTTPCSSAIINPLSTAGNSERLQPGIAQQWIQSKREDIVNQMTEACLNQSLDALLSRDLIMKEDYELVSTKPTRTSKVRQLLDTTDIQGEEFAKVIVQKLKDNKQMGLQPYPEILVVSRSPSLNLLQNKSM
SRC1 inh = inhibits human SRC1 coactivator; Q15788; HEK293 GAL4-SRC1 luciferase reporter, luminescence; inhibition, % at 3.6 µM; 360,000 compounds, 0.12% hits;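 active = inhibition above the campaign mean plus 3 SD, with each screening campaign given its own cutoff, cut at about 60% in these data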;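 also: 0% = DMSO treated cells and 100% = gossypol at 36 µM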
Active calls of the source: *; nt = not tested or not shown; & = joins results of further samples. Not all compounds are listed; rates above refer to the full screens.

SMILES | NCOA2 inhibitor | C8 TRAIL sens | TWEAK Fn14 block | TLR9-MyD88 inh | SRC3 inh | NR2F2 inh | LRH-1 inv ag | TROY NFkB inh | EBV LMP1 NFkB | NOD2 RIPK2 PPI | SRC1 inh
Cc1c(P(=S)(c2ccccc2)c2ccccc2)[n+]2ccccc2n1C | 9&6 | -5&1 | 48&8 | 6 | 0&6 | -12&3 | 22&6 | -5&5 | 5 | 0&-1 | 7&-8
N#C/C(=C\c1cccc(O)c1)C(=O)O | 1 | -11 | -2 | nt | -2 | 10 | -8 | -5 | nt | -6 | -8
Cc1ccc(-n2c(O)c(C=NCc3cccnc3)c(=O)[nH]c2=O)cc1C | -4 | -6 | -4 | -6 | 11 | 9 | -10 | 11 | 1 | 9 | -4
CC1(C)CN=C(NCc2ccccc2)S1 | 16 | 2 | 16 | -14 | -6 | -7 | -16 | -11 | -3 | -2 | 0
CCOc1ccc(CN2CCCC(C(=O)c3ccccc3OC)C2)cc1 (stereo not given) | -1 | 9 | 10 | -4 | 1 | 2 | 5 | 7 | 6 | -3 | -11
CCN1C(=O)NC(=O)/C(=C/c2cc(C)n(-c3sc(C)c(C)c3C#N)c2C)C1=O | 3 | 4 | 3 | 3 | -4 | -15 | -20 | 4 | -1 | -5 | -39
O=P1(NCCCn2cc[n+](Cc3nc4ccccc4[nH]3)c2)C=C(c2ccccc2)OC(c2ccccc2)=C1 | 13 | 14 | 1 | -2 | -10 | 4 | 2 | -30 | -7 | -7 | -61
COCCCn1c(N)c(C(=O)OCCOC)c2nc3ccccc3nc21 | 0 | -1 | 19 | -5 | 6 | 12 | 24 | 19 | -1 | -11 | -2
CCN1CCN(c2nc([N+](=O)[O-])nn2C)CC1 | -9 | -1 | -3 | -10 | 18 | -7 | 9 | -4 | 1 | -10 | 16
O=C1CC(=O)N(c2cccc(Cl)c2)C(=O)N1 | -7 | -7 | 8 | -6 | 11 | 9 | -3 | 6 | 0 | -4 | -2
O=c1[nH]c(=O)n(CCc2ccccc2)c(O)c1C=NCCCn1ccnc1 | -5 | -7 | -4 | -6 | -5 | -7 | 13 | nt | -3 | -3 | 7
COc1ccc(NC2Oc3cc4c(cc3C(c3cc(OC)c(OC)c(OC)c3)C2C)OCO4)cc1 (stereo not given) | 8 | 20 | 24 | 5 | 19 | -69 | 21 | 20 | -5 | -7 | -3
C(=NC12CN3CN(CN(C3)C1)C2)c1cccnc1 | -72 | 2 | -3 | 6 | -3 | 3 | 9 | -1 | 3 | 0 | -4
CS(=O)(=O)N1CCN(C(=N)N[N+](=O)[O-])CC1 | 7 | -13 | -22 | -1 | 15 | 8 | 7 | 1 | -12 | 4 | 3
CCCCn1c(O)c(C(CC)=NC(C)c2ccccc2)c(=O)[nH]c1=O (stereo not given) | 11 | 4 | 26 | 5 | -5 | 9 | -3 | 9 | -4 | -3 | -4
O=C(COc1ccc(Cl)cc1)N(c1ccc(Cl)cc1)C1CN2CCC1CC2 (stereo not given) | -11 | 1 | -9 | 0 | -3 | 4 | 9 | 12 | -3 | 5 | 6
CC(N)Cc1c[nH]c2ccc(Cl)cc12 (stereo not given) | -9 | 1 | 6 | -2 | 14 | 5 | 2 | 0 | -9 | -1 | -9
COc1cc(/C=N/NC(=O)CN2CC(c3ccccc3)CC2=O)ccc1OC(=O)N(C)C (stereo not given) | -16 | -22 | -11 | 8 | -12 | 4 | 7 | 9 | 4 | -6 | 2
Cc1cc(S(=O)(=O)NCC(C)C)ccc1OCC(=O)N1CCN(Cc2ccccc2)CC1 | 6 | 1 | -12 | -9 | -14 | 16 | -6 | 14 | 9 | -5 | 4
CSc1ncc(/C=C2/C(=O)NC(=O)N(c3ccc(C(C)C)cc3)C2=O)cn1 | -1 | 2 | 16 | -12 | 8 | 12 | 11 | 4 | 0 | -8 | 17
Cn1cccc1CNCCc1ccc(F)cc1 | -5 | 4 | -3 | 11 | 7 | 6 | 15 | 2 | -2 | -4 | -2
CCCC1(CC(C)C)C(=O)NC(=S)NC1=O | -2 | 2 | -7 | -9 | 6 | -3 | 0 | -6 | -3 | 2 | 3
NP(=O)(OCCCc1ccccc1)Oc1ccccc1 (stereo not given) | -26 | 12 | -5 | -6 | -11 | 8 | -6 | -22 | -3 | -5 | 5
N#C/C=C/C#N | 20 | 1 | 13 | -1 | 12 | 5 | 14 | 1 | -2 | -11 | -18
CN(C)C1CCc2[nH]c3c(F)cc(F)cc3c2C1 (stereo not given) | 6 | 7 | -9 | -2 | -18 | -7 | 14 | -12 | -6 | -4 | -6

Next section.
SMILES | NCOA2 inhibitor | C8 TRAIL sens | TWEAK Fn14 block | TLR9-MyD88 inh | SRC3 inh | NR2F2 inh | LRH-1 inv ag | TROY NFkB inh | EBV LMP1 NFkB | NOD2 RIPK2 PPI | SRC1 inh
CC1=CC2OC3CC4OC(=O)C=CC=CC(=O)OCCC(C)C(O)C(=O)OCC2(CC1)C4(C)C31CO1 (stereo not given) | 71* | 56* | 101* | 5 | 94* | 90* | 99* | 85* | 82* | 23* | 95*
COc1ccc(C(=O)Cn2c(NCCCl)nc3ccccc32)cc1 | 18 | -5 | 9 | -11 | 10 | -4 | 3 | 14 | -2 | 0 | 7
O=C(NC(=S)N1C[C@H]2C[C@H](C1)c1cccc(=O)n1C2)c1ccc(F)cc1 | 20 | -9 | -14 | -13 | -3 | -5 | -15 | 3 | -2 | -5 | -7
CC(C)(C)C(=O)OCC12CCC(O1)C1(C)C(=O)OCC21 (stereo not given) | 7 | -13 | -4 | 8 | 14 | 5 | 12 | 0 | -1 | 2 | -1
CN(C)C(=O)CSc1nnc([C@@H](N)Cc2ccccc2)o1 | 4 | -11 | -5 | 7 | -21 | 6 | -2 | 14 | -29 | -1 | -10
COc1ccc(CN2Cc3cnnn3-c3ccccc3C2C#N)cc1 (stereo not given) | 43 | 48 | 74* | -8 | 46 | 59* | 36 | 46 | 15 | 45* | 23
Cc1ccc(S(=O)(=O)N(C)C/N=C(\N)N[N+](=O)[O-])cc1 | -16 | -4 | 2 | nt | 10 | -8 | 0 | 4 | -2 | -10 | 0
Cn1c(O)c(/C=N/c2ccccn2)c(=O)n(C)c1=O | -12 | 9 | -6 | -5 | 6 | -9 | 4 | -6 | -3 | 7 | 4
COC(=O)c1ccccc1OP1(=O)COc2ccccc2OC1 | 12 | -7 | 3 | 3 | -13 | 10 | -24 | 13 | 0 | 6 | -11
Cn1c(=O)c2nncnc2n(C)c1=O | -20 | -4 | -16 | 6 | 17 | 6 | -17 | 2 | -4 | 2 | -7
COC(=O)[C@@]1(Sc2ccc(C)cc2)CC(=O)N(P(=O)(OC)OC)[C@@H]1c1ccccc1 | -7 | -4 | -8 | nt | nt | 3 | -23 | 6 | nt | -8 | nt
COCc1cc(OC(=O)N(C)C)nc(-c2ccc(C)c(Cl)c2)n1 | -13 | 14 | 6 | -2 | 10 | 4 | 1 | -6 | 6 | -7 | 11
Cc1ccc(OCC(=O)N2CCN(C3CCC(c4ccccc4)CC3)CC2)cc1 (stereo not given) | -21 | 9 | 23 | -3 | 7 | -2 | 8 | -15 | 1 | 2 | 11
O=P(c1ccccc1)(c1ccccc1)N1CCCCC1 | -2 | 1 | -5 | -12 | 5 | -18 | -5 | 12 | 3 | -4 | -17
O=S(=O)(NC1CCCC1)OCC(Cl)(Cl)Cl | -6 | -15 | 3 | -2 | -8 | 1 | -7 | -8 | 1 | 3 | -11
CCCn1c(C(=O)c2ccccc2)nc2ccccc21 | -22 | 3 | -14 | 4 | -14 | 2 | -16 | -51 | -17 | -10 | -4
C[C@]12CCC(=O)C=C1CC[C@@H]1[C@@H]2CC[C@@]2(C)[C@H]1CC[C@]2(C)O | 8 | -3 | 0 | 0 | 4 | 11 | -9 | 3 | 14 | -2 | 22
C[C@@H]1CC[C@@]2(NC1)O[C@H]1C[C@H]3[C@@H]4CC=C5C[C@@H](O)CC[C@]5(C)[C@H]4CC[C@]3(C)[C@H]1[C@@H]2C | nt | 0 | -3 | 0 | 5 | nt | -11 | 10 | -3 | 0 | 4
CCCCC1(CC)COP(=O)(OCC(Cl)(Cl)Cl)OC1 (stereo not given) | -8 | 24 | -19 | -12 | 3 | -12 | 24 | -12 | -2 | 3 | -3
Nc1ccncc1 | 9 | 17 | 5 | 7 | 2 | -12 | 2 | -9 | 2 | -2 | -19
CC#CP(=O)(OC)C(O)(CF)c1ccccc1 (stereo not given) | 20 | -1 | 2 | -1 | -12 | -7 | 6 | -5 | -3 | -7 | 1
COc1cccc(-c2nn(Cc3ccccc3)cc2C(=O)O)c1 | -39 | 2 | 33 | 3 | 10 | -6 | 13 | 10 | 4 | -21 | -15
C[C@]12CCC3C(CC[C@@H]4C[C@H](O)CC[C@]34C)C1CCC2=O (stereo not given in full) | 13 | -6 | 16 | -7 | -3 | 12 | -24 | -11 | 8 | 0 | 11
Cc1c(N=Nc2c(O)n(C)c(=O)n(C)c2=O)c(=O)n(-c2ccccc2)n1C | -6 | -2 | -7 | 0 | 7 | 1 | 2 | -15 | 1 | 1 | -4
O=C(c1cccnc1)c1cc2ccccc2[nH]1 | -16 | -10 | 1 | -7 | -13 | -20 | -10 | -27 | -30 | 2 | -20

Just NCOA2 inhibitor and EBV LMP1 NFkB (two entries from above):
SMILES | NCOA2 inhibitor | EBV LMP1 NFkB
O=P(c1ccccc1)(c1ccccc1)N1CCCCC1 | -2 | 3
CCCCC1(CC)COP(=O)(OCC(Cl)(Cl)Cl)OC1 (stereo not given) | -8 | -2

Later entries:
SMILES | NCOA2 inhibitor | C8 TRAIL sens | TWEAK Fn14 block | TLR9-MyD88 inh | SRC3 inh | NR2F2 inh | LRH-1 inv ag | TROY NFkB inh | EBV LMP1 NFkB | NOD2 RIPK2 PPI | SRC1 inh
CCOC(=O)c1c(NC(=O)c2c(N)n(CCCOC)c3nc4ccccc4nc23)sc2c1CCCC2 | 4 | 4 | -4 | 2 | 12 | -17 | -1 | 11 | -2 | -5 | 5
Fc1cccc(C2NCCc3[nH]cnc32)c1 (stereo not given) | 14 | -11 | 7 | 1 | -6 | -7 | 4 | 4 | 1 | 3 | -9
CCN(CC)C(=O)c1ccc(NC(=O)c2cccc(C(F)(F)F)c2)cc1 | 3 | 2 | -9 | 1 | -5 | 0 | -2 | -34 | -3 | 2 | -21
COCCOC(=O)c1c(N)n(Cc2ccccc2)c2nc3ccccc3nc12 | 10 | 1 | 20 | -5 | 21 | 9 | 24 | 65* | 21 | -8 | 6
COc1cc(Cn2c(N)c(C(=O)NCc3ccco3)c3nc4ccccc4nc32)cc(OC)c1OC | -17 | -6 | -3 | -9 | 15 | 1 | 10 | 14 | -6 | 2 | 7
COC1C(O)C(C)OC(OC2C(Oc3cccc4c(O)c5c(=O)oc6ccc(C)c7c(=O)oc(c34)c5c67)OC(C)C(O)C2O)C1O (stereo not given) | -46 | 39 | 11 | 2 | -7 | -7 | -2 | -4 | -61 | -9 | -6
COc1ccc(CCNC(=O)c2c(N)n(CCN3CCOCC3)c3nc4ccccc4nc23)cc1 | -28 | 0 | 26 | -10 | 13 | 3 | -10 | 17 | -8 | -4 | -15
CNC(=S)N/N=C1\C2CN3CCN(C2)CC1(c1ccccc1)C3 | -10 | -1 | 2 | 4 | 9 | -15 | -7 | -9 | -1 | -12 | -18
CCCCn1nnnc1C(CC)N1CCC2(CC1)C(=O)NCN2c1ccccc1 (stereo not given) | -11 | 3 | -10 | nt | -22 | -4 | -4 | 0 | nt | -13 | 2
